Bioassay records: PubChem BioAssay, several laboratories
UHRF1 MBD2 ctr – UHRF1 methyl-DNA binding inhibition | Q96T88 | UHRF1 binding to methylated oligo, TR-FRET | hit rate 0.75% among 370,000 | inhibition, % at 4.4 µM; in the data active = inhibition above about 21%;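 note: UHRF1 SRA domain binding a hemimethylated CpG hairpin DNA probe; 0% = median of test compound wells and 100% = reference inhibitor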
Target sequence (Q96T88 whole entry, looked up, the tested form may be a part): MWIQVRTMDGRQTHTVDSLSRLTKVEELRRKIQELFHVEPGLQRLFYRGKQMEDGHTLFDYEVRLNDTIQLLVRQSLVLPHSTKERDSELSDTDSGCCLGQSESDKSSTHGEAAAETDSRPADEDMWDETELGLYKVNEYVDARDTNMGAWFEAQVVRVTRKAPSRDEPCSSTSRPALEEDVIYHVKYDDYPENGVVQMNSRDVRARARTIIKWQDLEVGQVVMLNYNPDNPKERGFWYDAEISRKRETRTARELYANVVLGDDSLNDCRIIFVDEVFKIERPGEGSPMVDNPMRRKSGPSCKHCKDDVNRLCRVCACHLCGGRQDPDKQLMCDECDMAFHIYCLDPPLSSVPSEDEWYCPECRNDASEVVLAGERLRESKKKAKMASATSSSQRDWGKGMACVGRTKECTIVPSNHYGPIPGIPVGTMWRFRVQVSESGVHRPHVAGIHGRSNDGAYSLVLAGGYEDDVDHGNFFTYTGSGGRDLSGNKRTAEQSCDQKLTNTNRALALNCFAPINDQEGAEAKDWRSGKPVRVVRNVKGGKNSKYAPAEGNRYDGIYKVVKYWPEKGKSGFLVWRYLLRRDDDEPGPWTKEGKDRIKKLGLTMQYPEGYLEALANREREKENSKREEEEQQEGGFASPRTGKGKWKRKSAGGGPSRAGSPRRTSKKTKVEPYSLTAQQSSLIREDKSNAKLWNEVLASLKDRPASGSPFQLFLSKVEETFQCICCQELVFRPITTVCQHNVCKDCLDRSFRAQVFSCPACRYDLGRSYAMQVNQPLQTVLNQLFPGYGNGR
ASAP1 GAP inh – blocks human ASAP1-stimulated Arf1 GTP hydrolysis; Q9ULH1; GDP FP detection; inhibition, % at 16.5 µM; hit rate 0.19% among 360,000; in the data active = inhibition above about 25%;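 note: 0% = vehicle with enzyme and substrate and 100% = no enzyme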
proKLK7 act – proKLK7 (human) activation, primary screen; P49862; purified proKLK7, EDANS-DABCYL substrate fluorescence; 100% is mature enzyme control, 0% vehicle; activation, % at 7 µM; hit rate 0.9% among 370,000; AID 652039;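 active = activation above the mean of all tested compounds plus 3 SD, computed per campaign excluding outliers beyond control limits, cut at about 13% in these data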
Target sequence (P49862 whole entry, looked up): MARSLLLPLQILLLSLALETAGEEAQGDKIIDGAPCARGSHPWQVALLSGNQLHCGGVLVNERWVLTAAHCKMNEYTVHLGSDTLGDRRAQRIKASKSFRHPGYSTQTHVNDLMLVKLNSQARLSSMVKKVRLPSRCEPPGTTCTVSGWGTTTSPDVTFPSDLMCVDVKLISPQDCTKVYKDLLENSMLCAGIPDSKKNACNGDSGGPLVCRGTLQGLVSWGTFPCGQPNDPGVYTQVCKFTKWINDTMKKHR
Tn7 DDE FP – inhibitors of Tn7 peptide binding to human fibrin DD(E); inhibition, % at 8.3 µM; AID 720508; FP displacement of FITC-Tn7 peptide from fibrin DD(E); 0% = median of compound wells per plate; P02675; hit rate 0.13% among 370,000;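 active = inhibition above the mean of compounds falling within the control limits plus 3 SD of them, cut at about 14% in these data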;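 note: 0% = plate median of compound wells and 100% = 10 µM Aha-Tn7 peptide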
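Also added: labelled Tn7 tracer, 0.1 µM; Assay system: human fibrin DD(E) protein; Amount: 2 µM fibrin DD(E); Schedule: 10 min compound pre-incubation, 3 h probe incubation at room temperature; Repeats: one replicate per compound; Read-out basis: percent inhibition; Measured by: fluorescence polarization of the labelled Tn7 tracer.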
PLCg1 inh – PLC-gamma1 (human) inhibition, primary screen. P19174. inhibition, % at 12.2 µM. hit rate 0.84% among 370,000. purified PLC-gamma1, fluorogenic substrate, fluorescence; in the data active = inhibition above about 9.5%
PLCb3 inh – PLC-beta3 (human) inhibition, primary screen; inhibition, % at 12.2 µM; Q01970; hit rate 0.18% among 370,000; Purified PLC-beta3, fluorogenic substrate, fluorescence; AID 720704; in the data active = inhibition above about 11%;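 note: 0% = median of compound wells on plate and 100% = full blocker control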
Rev-erbA mod – modulators of human Rev-erb alpha DNA binding | activity, % at 10 µM | Rev-erbα–FITC-DNA binding, fluorescence polarization, 90 min | hit rate 0.79% among 370,000 | P20393 | AID 1259318;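 active = activity above about 14%, limit read from the data; passing the limit was not always enough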;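 note: 0% = DMSO wells with 35 nM protein and 100% = DMSO wells with 750 nM protein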
DDE Tn6 FP inh – inhibitors of Tn6 peptide binding to human fibrin DD(E); inhibition, % at 8.3 µM; hit rate 0.21% among 370,000; AID 720509; Fibrin DD(E) TRITC-Tn6 fluorescence polarization displacement;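 active = inhibition above a per-campaign cutoff: mean of compounds within control limits plus 3 SD, cut at about 15% in these data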;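 note: 0% = median of all compound wells on the plate and 100% = blocking peptide control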
HGIII-sPLA2 inh – Inhibits HGIII-sPLA2 liposome hydrolysis, primary screen. Q9NZ20. QFRET BODIPY PC-A2 liposome hydrolysis, fluorescence. inhibition, % at 12.2 µM. hit rate 0.56% among 370,000. AID 743126;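 active = inhibition above mean plus 3 SD of compounds lying within the high and low control bounds, cut at about 19% in these data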;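 note: 0% = median of test compound wells and 100% = no enzyme DMSO wells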
ARFGAP1 inh – rat ARFGAP1 inhibition; inhibition, % at 16.5 µM; Arfgap1-stimulated ARF1 GTP hydrolysis, GDP FP detection; hit rate 0.26% among 360,000; Q62848;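 active = inhibition above a per-plate limit, mean inhibition of low control wells plus 3 SD, cut at about 25% in these data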;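 note: 0% = DMSO wells with enzyme and 100% = wells lacking Arfgap1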
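System: truncated rat Arfgap1 GAP domain / Medium: HEPES-based buffer, pH 7.5 / Also added: N-terminally truncated human ARF1-GTP substrate / Incubation: enzyme reaction 120 min at 25 °C after 20 min preincubation / Measured by: FP of antibody-bound GDP Alexa 633 tracer, ex 620/em 688 nm / Replicates: singlicate, each compound tested once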
* = called active by the depositor; i = inactive; / = not tested or not shown.

SMILES | UHRF1 MBD2 ctr | ASAP1 GAP inh | proKLK7 act | Tn7 DDE FP | PLCg1 inh | PLCb3 inh | Rev-erbA mod | DDE Tn6 FP inh | HGIII-sPLA2 inh | ARFGAP1 inh
CCCCNC(=O)c1[nH]c(C)c(C(C)=O)c1C | 2.3 | -6.7 | 0.2 | 4.5 | 0.1 | 2.5 | -2.1 | 1.6 | 3.9 | -0.1
CCCNC(=O)CN(c1ccccc1)S(=O)(=O)c1ccc(OC)c(OC)c1 | 0.9 | -1.9 | -0.3 | -4.2 | 3.0 | -1.3 | 3.1 | 1.4 | 9.0 | 0.6
COc1ccc(/C=C2/SC(=S)N(Cc3ccccc3)C2=O)cc1O | 0.2 | 10.3 | 0.2 | 0.7 | -3.9 | -11.0 | -4.8 | -2.8 | -3.1 | 6.5
CCOc1ccccc1C(=O)Nn1c(C2CCC2)nc2ccccc2c1=O | -2.9 | 2.0 | -0.2 | 10.5 | 0.3 | 2.3 | 1.1 | 13.0 | -3.0 | -15.5
CN1c2ccccc2C(C)(C)C12CC(c1ccc(S(=O)(=O)N3CCCCC3)cc1)=NO2 (stereo unspecified) | 0.5 | -1.3 | 0.2 | -7.0 | 0.7 | 1.9 | 19.0 | 4.9 | -2.1 | -9.9
COc1ccccc1N1CCN(C(=O)CCNC(=O)Cn2ccc3ccccc3c2=O)CC1 | 2.9 | 3.3 | 0.5 | -4.3 | 2.6 | -2.0 | 2.7 | -0.2 | 0.7 | -4.1
O=C1C2C3C=CC(C4CC34)C2C(=O)N1/N=C/c1ccc(-c2ccccc2[N+](=O)[O-])o1 (stereo unspecified) | -4.1 | 7.7 | 0.1 | 3.0 | -0.9 | -1.3 | -1.8 | -0.2 | -3.2 | -4.1
CC#CC(=O)N1CCC(CCc2ccccc2)(C(=O)OCC)CC1 | 2.3 | 5.5 | 0.4 | 4.8 | 0.9 | -1.5 | 1.3 | -10.5 | 6.5 | -13.3
CCOc1ccc(N(CC(=O)NCCC2=CCCCC2)S(=O)(=O)c2ccccc2)cc1 | 4.0 | 8.7 | 1.0 | 2.8 | 0.0 | 2.7 | -2.2 | -8.2 | 10.6 | 11.8
COc1ccc(CN(C)C(=O)CCC(=O)N2CCN(S(=O)(=O)c3ccc(Cl)cc3)CC2)c(OC)c1 | 0.9 | 8.4 | -0.3 | 1.9 | 1.1 | 1.2 | 2.2 | -0.7 | -14.7 | 3.0
CC1CCN(C(=O)Nc2cccc(NC(=O)N3CCC(C)CC3)c2)CC1 | -0.5 | 12.6 | 0.2 | 2.8 | -0.6 | 4.7 | -3.3 | -9.8 | 5.6 | 1.0
CC(C)CCn1cnc2c(cnn2-c2ccc(F)cc2)c1=O | -0.6 | -6.5 | -0.1 | -1.8 | 1.4 | 2.0 | -5.3 | 3.3 | -3.2 | -2.3
O=C(COc1ccccc1)NCC(c1cccs1)N1CCOCC1 (stereo unspecified) | 5.1 | -12.7 | -0.3 | 1.5 | -3.1 | -7.7 | -5.7 | 0.3 | 10.8 | 16.1
CCOC(=O)c1cc(C(=O)OCC)c(=O)[nH]c1N1CCCC1 | 1.9 | -2.7 | 0.4 | 4.2 | -2.0 | -5.2 | -3.7 | 0.9 | 10.8 | 5.4
CC1=C(C#N)C(c2cccnc2)C2=C(CC(C)(C)CC2=O)N1 (stereo unspecified) | 3.5 | 11.9 | 37.5* | 4.1 | i | i | 3.6 | 5.9 | 8.7 | 2.3

2 compounds from above, showing only proKLK7 act:
molecule,proKLK7 act
COc1ccc(CN(C)C(=O)CCC(=O)N2CCN(S(=O)(=O)c3ccc(Cl)cc3)CC2)c(OC)c1,-0.3
CC1CCN(C(=O)Nc2cccc(NC(=O)N3CCC(C)CC3)c2)CC1,0.2

Additional structures follow.
SMILES | UHRF1 MBD2 ctr | ASAP1 GAP inh | proKLK7 act | Tn7 DDE FP | PLCg1 inh | PLCb3 inh | Rev-erbA mod | DDE Tn6 FP inh | HGIII-sPLA2 inh | ARFGAP1 inh
CCCC(C(=O)O)N1C(=O)/C(=C/c2cccn2C)SC1=S (stereo unspecified) | -16.4 | 12.1 | -0.1 | -10.8 | -10.6 | -10.2 | -3.2 | 2.6 | -25.2 | -5.8
O=C(COC(=O)CC1CC2CCC1C2)Nc1cccc(S(=O)(=O)NC2=NCCCCC2)c1 (stereo unspecified) | -1.2 | -15.7 | 0.4 | -1.0 | -1.6 | -3.3 | -4.0 | -1.5 | -19.1 | 3.0
CCc1ccc(NC(=O)Cn2nnc(C(=O)NCc3ccc(OC)cc3)c2N)cc1 | -2.6 | -0.3 | -0.2 | 11.2 | -1.7 | -4.8 | -1.8 | 6.4 | -1.4 | 2.5
O=C(O)c1nccnc1C(=O)Nc1ccccc1-c1ccccc1 | 0.5 | 3.2 | 0.4 | 3.9 | -1.3 | -2.2 | 2.3 | 3.6 | 4.3 | -0.7
COc1ccccc1C1C(C#N)=C(N)Oc2cc(C)n(Cc3ccccn3)c(=O)c21 (stereo unspecified) | -1.4 | -5.2 | 0.4 | 4.9 | -14.8 | -12.7 | 0.2 | -6.3 | -1.9 | -4.5
Cc1cc2c(SCC(=O)N3CCN(c4ccccc4)CC3)ncnc2s1 | 1.5 | 13.1 | -0.4 | -7.5 | 6.5 | 2.2 | 4.5 | 5.3 | -0.3 | 13.6
CCC(C)Nc1nc(C)nc2c1oc1ccccc12 (stereo unspecified) | 4.4 | 1.4 | 0.3 | -1.6 | -0.7 | -2.8 | -0.2 | -2.8 | 14.0 | -9.0
COc1ccc([C@H]2[C@@H](C#N)[C@H](C#N)N3CCCN23)cc1 | -2.3 | -16.0 | 1.5 | -0.3 | -22.6 | -25.4 | 0.5 | 5.1 | 3.8 | -15.1
O=C(CCC(=O)N1CCOc2ccccc21)N1CCN(c2ccccc2)CC1 | -3.1 | -19.8 | 0.1 | 4.1 | 0.2 | -0.3 | 4.1 | -0.5 | -1.1 | -1.7
Cc1onc(-c2ccccc2Cl)c1C(=O)N1CCN(C)CC1 | 0.0 | 1.1 | 0.1 | 2.7 | -0.7 | -4.9 | -1.6 | 4.8 | 3.5 | 6.1
CCOc1cc2c(cc1OCC)C(c1ccccc1OC)OC(=O)C2 (stereo unspecified) | -1.7 | -6.6 | -0.1 | -4.4 | 2.7 | 3.8 | 0.1 | -5.8 | -5.2 | 8.7
CC(=O)C1=C(O)C(=O)N(CCO)C1c1ccccc1 (stereo unspecified) | -1.8 | -4.2 | -0.1 | -3.6 | 1.1 | -8.3 | -2.5 | -0.7 | -0.6 | 10.4
COc1ccc(N2CCN(C(=O)CN3C(=O)NC(C)(c4ccc5ccccc5c4)C3=O)CC2)cc1 (stereo unspecified) | -1.0 | -1.0 | 0.7 | -5.3 | 4.2 | -8.6 | -0.9 | -1.9 | -3.1 | -0.3
O=C1CC(NS(=O)(=O)c2ccc([N+](=O)[O-])cc2)CN1c1ccc(Cl)cc1 (stereo unspecified) | -1.3 | -6.6 | 0.5 | 2.9 | 0.9 | 2.2 | 4.6 | 12.3 | -14.7 | 1.5
CCOC(=O)Cc1csc(SCC(=O)Nc2nccs2)n1 | 0.0 | 0.8 | 0.1 | 0.2 | -1.7 | -3.9 | -3.4 | 0.6 | 1.7 | -0.9
CC(C)CNc1cccc2c1S(=O)(=O)N(Cc1cn(Cc3ccc(Cl)cc3)nn1)Cc1ccccc1O2 | 2.3 | / | -9.8 | -7.6 | -48.8 | -80.7 | 8.4 | -3.4 | -6.0 | /
COc1ccc(N=C2SC(CC(=O)Nc3ccccc3)C(=O)N2Cc2ccco2)cc1 (stereo unspecified) | 3.9 | -5.1 | 0.0 | -7.0 | 7.6 | 10.7* | 0.6 | 1.3 | -36.4 | 5.8
CC12CCC(=O)N1C(C(=O)Nc1cc(Cl)ccc1N1CCCC1)CS2 (stereo unspecified) | -3.1 | -3.8 | -0.3 | 4.5 | 1.6 | -7.1 | 7.8 | 0.7 | 4.3 | 5.1
CC(=O)Nn1cnc2c(c1=O)C1(CCCCC1)Cc1ccccc1-2 | -1.3 | 1.2 | 0.5 | -2.1 | 1.2 | 1.7 | -0.8 | 0.7 | -9.9 | 12.9
Cc1ccc(C(=O)C(C)OC(=O)c2ccccc2[N+](=O)[O-])cc1 (stereo unspecified) | 2.8 | -0.3 | -0.3 | 1.5 | 1.3 | 2.5 | -2.9 | -7.0 | 10.1 | -1.1
Cc1ccccc1N1CCN(C(=O)c2ccc(Oc3ccc(C(F)(F)F)cn3)cc2)CC1 | 4.5 | 3.7 | -0.8 | -3.8 | -3.1 | 1.9 | -3.5 | -11.1 | -3.7 | 1.8
CCc1ccc(/C=C2\SC(=S)N(CCCC(=O)Nc3cc(C)on3)C2=O)cc1 | -1.4 | -1.9 | -1.2 | -0.1 | -1.6 | -2.7 | 6.1 | 5.4 | 1.0 | -22.0
COC(=O)c1c(C)[nH]c(C=Nc2ccc(OC)cc2)c1C | 1.7 | -0.6 | 0.0 | -2.4 | 0.7 | -8.2 | -3.2 | 6.9 | -1.3 | 10.1
CNC(=O)COC(=O)c1ccc(OCC(=O)Nc2ccccc2OC)c(OC)c1 | -1.7 | -7.6 | -0.3 | 7.1 | -0.4 | 3.8 | 2.5 | -2.4 | 4.4 | -10.0
Cn1nc(C(=O)Nc2ccc(Br)cc2)cc1C(=O)Nc1ccc(Br)cc1 | 3.4 | -1.8 | 0.1 | 1.1 | 3.0 | 4.0 | 13.3* | 0.2 | -5.0 | 4.7
c1ccc(-n2c(Cc3cccnc3)nc3cnccc32)cc1 | -0.4 | 0.8 | 0.8 | -0.2 | -2.4 | -2.6 | -1.6 | 3.5 | 4.2 | -7.8
C/C(N)=C(/C#N)C(=O)CSc1nc2scc(-c3ccc(F)cc3)c2c(=O)n1C | -0.2 | 4.6 | -0.1 | -6.4 | 0.4 | 1.6 | -1.3 | 0.4 | -2.6 | -4.3
Cc1ccsc1C(=O)OC(C)C(=O)Nc1ccc(Cl)cn1 (stereo unspecified) | 2.7 | 7.3 | -0.2 | -3.8 | 8.0 | 2.1 | 0.4 | 0.9 | 8.8 | 7.3
CCCCN(C)C(=O)c1nc2ccccn2c1CN1CCC[C@H]1C(=O)OC | -0.9 | 7.9 | -0.1 | -2.4 | -1.6 | 3.2 | 0.8 | -2.4 | -1.9 | -12.9
O=C(NCCCn1ccnc1)c1ccccc1F | 0.9 | -6.8 | -0.1 | 0.0 | 0.5 | -5.3 | 2.9 | -5.2 | 7.8 | 12.9
CCNCCNC(=O)c1c(O)c2c([nH]c1=O)CCCC2 | -0.2 | -0.2 | 0.2 | -4.6 | 2.4 | -1.3 | -3.6 | 9.8 | 0.8 | 3.1
Cc1ccccc1-c1ccc(=O)n(CC(=O)Nc2ccc(C(=O)N3CCCC3)cc2)n1 | 0.9 | 3.1 | 0.7 | -6.4 | 2.2 | 1.2 | -0.3 | -2.6 | -2.9 | 7.1
CC(C(=O)Nc1cccnc1)c1ccc([N+](=O)[O-])cc1 (stereo unspecified) | -0.1 | 6.8 | -0.5 | 0.1 | 2.1 | 1.5 | 1.5 | 5.8 | 4.3 | -0.6
